KB-3-1 cytotox = KB-3-1 parental cell cytotoxicity. KB-3-1 viability, CellTiter-Glo ATP luminescence, 72 h. Potency, µM (top dose mostly 46.1 µM), for the others: top-dose activity change, negative = cytotoxic, most hits filed as cytotoxic. hit rate 1.4% among 400,000. AID 1347075; also: % is scaled to controls: 0 for no effect and ±100 for the full control effect; nearly all actives have a fitted effect of over 60% in size
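Using CellTiter-Glo luminescence, growth of non-resistant KB-3-1 adenocarcinoma cells is assessed 72 h after pin-tool compound addition at 37 °C. Normalized responses across the concentration series yield fitted curves.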
GLP1R inv ag = acts as inverse agonist at human GLP-1 receptor; Potency, µM (top dose mostly 38.3 µM), for the others: at the top dose activity change, negative = inhibition, hits mostly inhibitors; hit rate 1.6% among 410,000; P43220; HEK293 GLP-1R CRE-luciferase, luminescence, 24 h; GLP-1R form is constitutively active; also: % is scaled to controls: 0 for no effect and ±100 for the full control effect; nearly all actives have a fitted effect of over 55% in size
Target sequence (P43220 whole entry, looked up): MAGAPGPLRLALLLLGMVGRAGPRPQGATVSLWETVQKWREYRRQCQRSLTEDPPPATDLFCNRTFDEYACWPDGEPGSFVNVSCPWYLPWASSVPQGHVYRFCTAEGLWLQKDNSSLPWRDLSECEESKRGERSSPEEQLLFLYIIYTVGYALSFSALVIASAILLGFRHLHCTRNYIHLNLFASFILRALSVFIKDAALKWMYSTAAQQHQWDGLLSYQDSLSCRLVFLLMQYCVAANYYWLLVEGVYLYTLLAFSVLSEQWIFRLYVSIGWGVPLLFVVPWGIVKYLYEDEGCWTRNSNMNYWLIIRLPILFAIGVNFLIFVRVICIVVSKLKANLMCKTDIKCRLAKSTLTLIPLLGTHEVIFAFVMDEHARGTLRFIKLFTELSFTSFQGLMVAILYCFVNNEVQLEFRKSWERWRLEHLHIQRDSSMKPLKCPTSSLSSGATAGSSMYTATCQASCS
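Assay principle: reduced luminescence from a cAMP-responsive reporter in HEK293 cells co-expressing a constitutively active GLP-1R. Conditions: 24 hr compound incubation, 37 deg C, 5% CO2.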
HT1080NT lethal = kills 2HG-producing HT-1080-NT fibrosarcoma cells; hit rate 1.6% among 360,000; HT-1080-NT fibrosarcoma viability, CellTiter-Glo ATP luminescence, 48 h; Potency, µM (highest dose often 46.1 µM), without a hit: at the highest dose activity, negative = less viability, actives largely listed as cytotoxic;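 also: NT is the 2HG producing partner of a matched IDH1 knockdown line; 0% = DMSO-treated cells and -100% = media-only wells without cells; nearly all actives have a fitted effect of over 55% in size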
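Fibrosarcoma NT cells, 750 per well in 5% FBS RPMI, were exposed to compound for 48 hours. Viability: CellTiter-Glo luminescence.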
GLP1R ag = GLP-1 receptor (human) agonism; HEK293 GLP-1R CRE-luciferase, luminescence, 4-6 h; cells express a hypersensitive GLP-1R form; hit rate 0.007% among 380,000; Potency, µM (series often up to 45.6 µM), inactives show at the top dose activation, actives largely listed as activators; P43220; also: % of control where 0% means no effect
TDP43 rescue = rescues yeast growth from TDP-43 toxicity | hit rate 1.8% among 410,000 | TDP-43 expressing yeast growth rescue, BacTiter-Glo, 24 h | Potency, µM (highest dose often 46.1 µM), for the others: at the highest dose growth rescue (activation), most hits filed as activators; also: % of control where 0% means no effect; nearly all actives have a fitted effect of over 50% in size
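Luminescence from BacTiter-Glo reports growth of TDP-43-expressing yeast after 24 hr at 30 deg C with compound. Cells were raffinose-pregrown to mid-log, then seeded in galactose medium at OD600=0.02.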
KB-V1 cytotox = kills drug-selected multidrug resistant KB-V1 cells | hit rate 3.4% among 400,000 | KB-V1 MDR cells viability, CellTiter-Glo, 72 h | Potency, µM (doses to about 46.1 µM), without a hit: at the top dose activity change, negative = cytotoxicity, usual class: cytotoxic | AID 1347076; also: % is scaled to controls: 0 for no effect and ±100 for the full control effect; nearly all actives have a fitted effect of over 60% in size
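Following 72 h at 37 degrees C with compound, KB-V1 cell viability was read by CellTiter-Glo luminescence, medium being phenol-red-free DMEM plus 10% FBS; concentration-response parameters came from normalized, curve-fitted qHTS data.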
SW480 rerep = induces DNA re-replication in SW480 colon adenocarcinoma cells | SW480 DNA re-replication, Hoechst DNA content imaging, 48 h | Potency, µM (titrated, usually from 46.1 µM), for inactives: at the top dose re-replication activation, hits mostly activators | hit rate 1.8% among 340,000; also: % of control where 0% means no effect; nearly all actives have a fitted effect of over 55% in size
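Quantitative HTS format with DMSO vehicle controls; 48 hr drug incubation at 37 C, then 40 min Hoechst staining and scanning imager measurement at 405 nm excitation.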
GLP1R cytotox = cytotoxic in the GLP-1 receptor inverse agonist counter-screen | Potency, µM (highest dose often 38.3 µM), for inactives: at the highest dose activity change, negative = inhibition, actives largely listed as inhibitors | HEK293 cAMP-luciferase reporter cells, luminescence, 24 h | hit rate 0.13% among 410,000;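 also: loss of luciferase light is scored as toxicity; % is scaled to controls: 0 for no effect and ±100 for the full control effect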
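To flag toxic compounds, the library was rerun on cells for 24 hr at 37 deg C and 5% CO2. Viability-linked luminescence was captured 12 min after adding luciferase detection reagent.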
HT1080 IDH1KD tx = kills HT-1080 cells with IDH1 knockdown; HT-1080 IDH1 knockdown viability, ATP luminescence, 48 h; Potency, µM (top dose mostly 46.1 µM), without a hit: at the highest dose activity, negative = toxicity, usual class: cytotoxic; hit rate 2% among 360,000;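 also: 0% = DMSO wells and -100% = cell-free medium wells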
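In this qHTS, HT-1080 cells depleted of IDH1 are exposed for 48 h at 37 °C to compound titrations. Toxicity is scored from CellTiter-Glo luminescence, with DMSO as full viability and medium alone as none.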
* marks the source's active call; other numbers are inactive results; [ ] = dose if it differs, or a comment. Calls follow the shape of the dose curve; as a rule, active = well fitted curve in the direction sought with a large enough effect; inconclusive = small, poorly fitted or top-dose-only effect, or another doubt; inactive = no such curve, though single readings can be large; an effect the other way counts as inactive or inconclusive. Potency is read from the fitted curve at half-maximal effect.

What do the screens show for `COc1ccc(CCC(=O)NCc2cccc(C(F)(F)F)c2)cc1`?
KB-3-1 cytotox: 2.6%; GLP1R inv ag: inconclusive; HT1080NT lethal: 0.8%; GLP1R ag: 8.7%; TDP43 rescue: 16.5%; KB-V1 cytotox: -6.6%; SW480 rerep: -15.7%; GLP1R cytotox: 25.7%; HT1080 IDH1KD tx: -3.7%

How did COc1ccc(OC)c(/C=C/C(=O)OCC(=O)N2CCCC2)c1 do in these assays?
KB-3-1 cytotox: -0.1%; GLP1R inv ag: 19.1%; HT1080NT lethal: 8.6%; GLP1R ag: 3.0%; TDP43 rescue: 16.3%; KB-V1 cytotox: 0.0%; SW480 rerep: 1.2%; GLP1R cytotox: 5.0%; HT1080 IDH1KD tx: 0.0%

What do the screens show for `Cc1ccc(C)c(C(=O)COC(=O)c2ccccc2N2C(=O)C3C4CCC(C4)C3C2=O)c1` (stereo not given)?
KB-3-1 cytotox: -15.0%; GLP1R inv ag: -5.8%; HT1080NT lethal: 0.0%; GLP1R ag: -1.6%; TDP43 rescue: 24.3%; KB-V1 cytotox: 4.11µM*; SW480 rerep: -0.7%; GLP1R cytotox: -14.4%; HT1080 IDH1KD tx: -3.2%

Results for COc1ccc(CCn2c(-c3cc([N+](=O)[O-])cc([N+](=O)[O-])c3)nc3nc4ccccc4nc32)cc1 ?
KB-3-1 cytotox: 14.9%; GLP1R inv ag: 15.9%; HT1080NT lethal: 11.6%; GLP1R ag: 0.8%; TDP43 rescue: 16.8%; KB-V1 cytotox: -17.3%; SW480 rerep: -5.6%; GLP1R cytotox: 2.5%; HT1080 IDH1KD tx: 22.0%

What do the screens show for `O=C(CCCn1c(=O)oc2ccccc21)N1CCc2ccccc2C1`?
KB-3-1 cytotox: 12.8%; GLP1R inv ag: inconclusive; HT1080NT lethal: -1.6%; GLP1R ag: 1.4%; TDP43 rescue: 22.0%; KB-V1 cytotox: inconclusive; SW480 rerep: 1.4%; GLP1R cytotox: -6.3%; HT1080 IDH1KD tx: -1.6%

Results for CCOc1ccccc1NC(=S)N1CCC(NC(=O)C(C)(C)C)CC1 ?
KB-3-1 cytotox: -4.6%; GLP1R inv ag: -5.3%; HT1080NT lethal: 19.0%; GLP1R ag: 12.8%; TDP43 rescue: -9.0%[0.397 µM]; KB-V1 cytotox: -0.6%; SW480 rerep: -1.5%; GLP1R cytotox: -9.8%; HT1080 IDH1KD tx: 10.3%

What do the screens show for `Clc1ccc(-c2cc(CN3CCCCC3)no2)cc1Cl`?
KB-3-1 cytotox: -6.8%; GLP1R inv ag: 10µM*; HT1080NT lethal: -10.0%; GLP1R ag: 16.0%; TDP43 rescue: -18.8%; KB-V1 cytotox: 0.5%; SW480 rerep: -5.3%; GLP1R cytotox: 1.7%; HT1080 IDH1KD tx: -12.7%

How did Nc1ncc(Br)cc1S(=O)(=O)NCCC(=O)NCc1ccc(F)cc1 do in these assays?
KB-3-1 cytotox: 7.0%; GLP1R inv ag: -42.1%; HT1080NT lethal: 0.5%; GLP1R ag: -1.2%; TDP43 rescue: 1.5%; KB-V1 cytotox: 2.5%; SW480 rerep: 25.8%; GLP1R cytotox: 2.0%; HT1080 IDH1KD tx: 6.4%

Results for COc1ccc(CN(CC(=O)NCCC(C)C)C(=O)CCC(=O)Nc2nccs2)cc1 ?
KB-3-1 cytotox: 9.1%; GLP1R inv ag: 2.2%; HT1080NT lethal: -8.6%; GLP1R ag: 7.6%; TDP43 rescue: -9.0%; KB-V1 cytotox: -0.1%; SW480 rerep: 6.9%; GLP1R cytotox: -1.5%; HT1080 IDH1KD tx: 6.0%

What do the screens show for `Cc1ccc(NC(=O)COC(=O)c2cc(=O)c3ccccc3o2)cc1F`?
KB-3-1 cytotox: -2.4%; GLP1R inv ag: 18.6%; HT1080NT lethal: -2.5%; GLP1R ag: 1.6%; TDP43 rescue: 11.0%; KB-V1 cytotox: inconclusive; SW480 rerep: 5.3%; GLP1R cytotox: -0.2%; HT1080 IDH1KD tx: -0.7%

What do the screens show for `O=C(C[n+]1ccn(-c2ccccc2)c1)c1ccc([N+](=O)[O-])cc1`?
KB-3-1 cytotox: inconclusive; GLP1R inv ag: -18.4%; HT1080NT lethal: -29.4%; GLP1R ag: -3.7%; TDP43 rescue: 0.7%; KB-V1 cytotox: 12.3%; SW480 rerep: inconclusive; GLP1R cytotox: -2.5%; HT1080 IDH1KD tx: -17.4%

Results for Cc1cccc(C(=O)NCN2CCN(c3ccccc3C#N)CC2)c1 ?
KB-3-1 cytotox: 0.0%; GLP1R inv ag: -2.1%; HT1080NT lethal: -15.3%; GLP1R ag: -2.7%; TDP43 rescue: 0.0%; KB-V1 cytotox: -20.6%; SW480 rerep: -8.7%; GLP1R cytotox: -4.4%; HT1080 IDH1KD tx: 0.1%

How did CCc1ccc(CN(C(=O)c2ccc(OC)cc2)C2CCS(=O)(=O)C2)cc1 (stereo not given) do in these assays?
KB-3-1 cytotox: -0.3%; GLP1R inv ag: -1.1%; TDP43 rescue: -6.7%; KB-V1 cytotox: -0.2%; GLP1R cytotox: -3.0%

How did CN(C)S(=O)(=O)n1cc(/C=C(\NC(=O)c2ccccc2)C(=O)N2CCCCC2)c2ccccc21 do in these assays?
KB-3-1 cytotox: -0.2%; GLP1R inv ag: -8.0%; HT1080NT lethal: 1.9%; GLP1R ag: -4.3%; TDP43 rescue: 5.6%; KB-V1 cytotox: -25.8%; GLP1R cytotox: 3.9%; HT1080 IDH1KD tx: -0.2%

How did Cc1ccc(NC(=O)CSc2ncc(-c3ccccc3)[nH]2)cc1 do in these assays?
KB-3-1 cytotox: -16.0%; GLP1R inv ag: -26.6%; TDP43 rescue: 19.0%; KB-V1 cytotox: -5.0%; GLP1R cytotox: 2.0%

How did CCOc1ccc2nc(-c3ccccc3)nc(SCC(=O)Nc3ncc(C)s3)c2c1 do in these assays?
KB-3-1 cytotox: -4.8%; GLP1R inv ag: -13.5%; HT1080NT lethal: -1.7%; GLP1R ag: -12.2%; TDP43 rescue: 2.3%; KB-V1 cytotox: -2.7%; SW480 rerep: -2.6%; GLP1R cytotox: inconclusive; HT1080 IDH1KD tx: -0.1%

Results for COc1ccc(OC)c(S(=O)(=O)N2CCC(C(=O)NC3CCCC3)CC2)c1 ?
KB-3-1 cytotox: 0.8%; GLP1R inv ag: 14.6%; HT1080NT lethal: 8.7%; GLP1R ag: 9.6%; TDP43 rescue: -20.0%; KB-V1 cytotox: -11.1%; SW480 rerep: -28.2%; GLP1R cytotox: -3.4%; HT1080 IDH1KD tx: 0.3%

Results for Cn1cc(C(=O)C(=O)N2CCc3ccccc32)c2ccccc21 ?
KB-3-1 cytotox: -15.2%; GLP1R inv ag: -21.0%; HT1080NT lethal: 0.0%; GLP1R ag: 0.6%; TDP43 rescue: 1.3%; KB-V1 cytotox: 12.8%; SW480 rerep: 18.5%; GLP1R cytotox: 2.7%; HT1080 IDH1KD tx: -0.9%

Results for COc1ccc(CN(C(=O)Cc2coc3ccc(C)cc23)C2CCS(=O)(=O)C2)cc1 (stereo not given) ?
KB-3-1 cytotox: -2.1%; GLP1R inv ag: 6.0%; TDP43 rescue: 11.4%; KB-V1 cytotox: inconclusive; GLP1R cytotox: -6.9%

What do the screens show for `Cc1ccc(Cn2c(C)c3cnn(CC(=O)NC4CCCC4)c(=O)c3c2C)cc1`?
KB-3-1 cytotox: 6.4%; GLP1R inv ag: -1.8%; HT1080NT lethal: 10.2%; GLP1R ag: -0.7%; TDP43 rescue: -3.3%; KB-V1 cytotox: -6.0%; SW480 rerep: -4.5%; GLP1R cytotox: 5.5%; HT1080 IDH1KD tx: 14.8%

How did CN(c1cccc(NC(=O)CN2C(=O)c3ccccc3S2(=O)=O)c1)S(C)(=O)=O do in these assays?
KB-3-1 cytotox: -0.6%; GLP1R inv ag: inconclusive; HT1080NT lethal: 0.4%; GLP1R ag: -28.5%; TDP43 rescue: 9.2%; KB-V1 cytotox: -4.0%; SW480 rerep: 1.4%; GLP1R cytotox: 3.1%; HT1080 IDH1KD tx: 1.3%

Results for CC(NC(=O)C1CCCN1C(=O)OC(C)(C)C)C(=O)OCc1ccccc1 (stereo not given) ?
KB-3-1 cytotox: 4.3%; GLP1R inv ag: 21.2%; HT1080NT lethal: 2.9%; GLP1R ag: -3.2%; TDP43 rescue: 24.4%; KB-V1 cytotox: -1.2%; GLP1R cytotox: -8.7%; HT1080 IDH1KD tx: 13.9%

Results for Cc1ccc(-c2nc3cccnc3s2)cc1NC(=O)c1ccco1 ?
KB-3-1 cytotox: -4.3%; GLP1R inv ag: 2.5%; HT1080NT lethal: inconclusive; GLP1R ag: 9.4%; TDP43 rescue: -18.1%; KB-V1 cytotox: 8.7%; SW480 rerep: inconclusive; GLP1R cytotox: 3.7%; HT1080 IDH1KD tx: -0.5%

How did O=C(CSc1nc2c(c(=O)[nH]1)CCC2)Nc1ccc(F)cc1 do in these assays?
KB-3-1 cytotox: 1.0%; GLP1R inv ag: -2.2%; HT1080NT lethal: -2.3%; GLP1R ag: 9.8%; TDP43 rescue: -10.7%; KB-V1 cytotox: 10.0%; SW480 rerep: 3.0%; GLP1R cytotox: -0.5%; HT1080 IDH1KD tx: -14.2%

How did Cc1cc(OC(=O)c2ccccc2Br)cc(=O)n1C do in these assays?
KB-3-1 cytotox: 3.4%; GLP1R inv ag: -13.9%; HT1080NT lethal: -20.5%; GLP1R ag: -2.7%; TDP43 rescue: inconclusive; KB-V1 cytotox: 6.0%; SW480 rerep: 1.2%; GLP1R cytotox: -4.3%; HT1080 IDH1KD tx: -2.1%

Results for COc1cc2cncc(Cc3ccccc3)c2cc1O ?
KB-3-1 cytotox: -3.2%; GLP1R inv ag: 11.5%; HT1080NT lethal: 15.0%; GLP1R ag: 0.4%; TDP43 rescue: 0.0%; KB-V1 cytotox: 0.4%; SW480 rerep: -5.8%; GLP1R cytotox: 6.8%; HT1080 IDH1KD tx: 14.5%
